Bioassay records as filed in PubChem BioAssay.
HCV inhibitor = qHTS Assay for Inhibitors of Hepatitis C Virus (HCV); Huh7.5.1 HCVcc-Cre infection, luciferase reporter, 44 h; Potency, µM (doses to about 41.8 µM), without a hit: at the highest dose activity change, negative = inhibition, usual class: inhibitors; 340,000 compounds, 3.4% hits; AID 651820, 2012; also: potency is read from the fitted curve at half-maximal effect; % is scaled to controls: 0 for no effect and ±100 for the full control effect
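Cells (1,000/well) were plated 4 h before compound, then infected with HCVcc-Cre virus (~0.5 moi). After 44 h further culture, infection was read as luciferase luminescence following a 15 min substrate incubation at room temperature.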
Pf growth 96h = Primary qHTS for delayed death inhibitors of the malarial parasite plastid, 96 hour incubation | P. falciparum luciferase reporter growth, 96 h | Potency, µM (titrated, usually from 28.7 µM), for the others: at the highest dose activity change, negative = inhibition, hits mostly inhibitors | 320,000 compounds, 6.9% hits; also: potency is read from the fitted curve at half-maximal effect; % is scaled to controls: 0 for no effect and ±100 for the full control effect
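Plates of compound plus infected erythrocytes (2% hematocrit, 0.05% parasitemia final) incubate 96 hours, 37 C, 5% CO2. Detection reagent added; reduced luminescence from the parasites' luciferase reporter flags inhibition.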
Shiga inhibitor = A qHTS for Small Molecule Inhibitors of Shiga Toxin; AID 2315, 2010; inhibition, % at 38.7 µM; 290,000 compounds, 9.2% hits; Vero cells, Shiga toxin protein synthesis inhibition reporter; in the data active = inhibition mostly above about 28%, no sharp cut-off; inactive = mostly below about 43%; also: 0% is about no effect
Cycloheximide cs = Cycloheximide Counterscreen for Small Molecule Inhibitors of Shiga Toxin. cell reporter, cycloheximide protein synthesis inhibition counterscreen. max response, %. 300,000 compounds, 12% hits. AID 2314, 2010; in the data active = max response mostly above about 13%, no sharp cut-off; inactive = mostly below about 14%; also: read at 38.3 µM for the half of the compounds with a filed dose; 0% is about no effect
LmPK inh = qHTS Assay for Inhibitors of Leishmania Mexicana Pyruvate Kinase (LmPK); 290,000 compounds, 0.37% hits; purified LmPK, Kinase-Glo ATP luminescence, 1 h; Potency, µM (series often up to 57.5 µM), for inactives: at the top dose activity change, negative = inhibition, hits mostly inhibitors; also: potency is read from the fitted curve at half-maximal effect; % is scaled to controls: 0 for no effect and ±100 for the full control effect
Target sequence (Q27686 whole entry, looked up): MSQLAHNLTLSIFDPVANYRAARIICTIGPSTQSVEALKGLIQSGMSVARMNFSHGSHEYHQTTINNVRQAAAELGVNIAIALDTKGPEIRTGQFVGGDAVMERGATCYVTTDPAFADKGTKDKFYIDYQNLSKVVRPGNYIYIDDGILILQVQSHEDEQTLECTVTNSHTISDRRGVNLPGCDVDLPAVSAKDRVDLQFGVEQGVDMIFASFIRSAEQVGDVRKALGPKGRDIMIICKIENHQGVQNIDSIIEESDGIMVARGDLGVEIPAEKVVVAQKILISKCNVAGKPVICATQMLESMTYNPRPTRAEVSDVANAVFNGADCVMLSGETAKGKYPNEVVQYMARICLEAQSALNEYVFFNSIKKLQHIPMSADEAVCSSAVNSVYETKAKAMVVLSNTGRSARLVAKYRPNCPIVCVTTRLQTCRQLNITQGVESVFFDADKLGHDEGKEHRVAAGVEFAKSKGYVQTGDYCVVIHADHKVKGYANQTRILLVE
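Kinase-Glo luminescence read after 1 h RT reaction of 0.1 nM LmPK with 0.5 mM PEP and 0.1 mM ADP. Activity scaled between uninhibited and enzyme-free controls.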
Pf growth 48h = Primary qHTS for delayed death inhibitors of the malarial parasite plastid, 48 hour incubation; P. falciparum luciferase growth in erythrocytes, 48 h; Potency, µM (top dose mostly 28.7 µM), inactives show at the highest dose activity change, negative = inhibition, most hits filed as inhibitors; 310,000 compounds, 5.9% hits; AID 504832, 2011; also: potency is read from the fitted curve at half-maximal effect; % is scaled to controls: 0 for no effect and ±100 for the full control effect
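Read-out is firefly luciferase luminescence from an integrated reporter in P. falciparum, so falling signal marks reduced parasite growth. Infected erythrocytes were at 2% hematocrit and 0.1% parasitemia (final) in Albumax-supplemented RPMI 1640.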
TbPYK inhibitor = qHTS of Trypanosoma Brucei Inhibitors | pyruvate kinase (Trypanosoma brucei), Q57TT1 | TbPYK enzyme, Kinase-Glo Plus ATP luminescence, 45 min | Potency, µM (top dose mostly 76.8 µM), for inactives: at the top dose activity, negative = inhibition, usual class: inhibitors | 410,000 compounds, 0.12% hits | AID 624173, 2012; also: potency is read from the fitted curve at half-maximal effect; % is scaled to controls: 0 for no effect and ±100 for the full control effect; nearly all actives have a fitted effect of over 50% in size
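Assay buffer: 50 mM TEA pH 7.2, 100 mM KCl, 10 mM MgCl2, 0.05% BSA, 0.01% Tween-20. Pyruvate kinase from T. brucei plus substrate met compound, then ADP (130 uM final). Luminescence was read post 45 min RT.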
An asterisk follows results filed as active; i = inactive; ? = inconclusive; . = not tested or not shown; & = joins results of further samples; [ ] = another dose, or the depositor's remark. Unless noted, calls follow the shape of the dose curve; as a rule, active = well fitted curve in the direction sought with a large enough effect; inconclusive = small, poorly fitted or top-dose-only effect, or another doubt; inactive = no such curve, though single readings can be large; an effect the other way counts as inactive or inconclusive.

SMILES	HCV inhibitor	Pf growth 96h	Shiga inhibitor	Cycloheximide cs	LmPK inh	Pf growth 48h	TbPYK inhibitor
CCC(=O)Nc1cccc(-c2ccc(N3CCN(C)CC3)nn2)c1	8.1%	105.3%[activator]	73.7*	15.9*	-5.6%	142.4%[activator]	-2.4%
COc1ccccc1OCC(=O)NCCS(=O)(=O)N1CCN(c2ccc(F)cc2)CC1	-23.2%	-0.4%	-4.2	-2.7	4.0%	3.5%	3.1%
COc1ccccc1C(=O)Nc1ccc(C(=O)Nc2ccccc2C(=O)O)cc1	1.0%	-1.4%	-17.3	-3.9	-7.7%	14.8%	-7.8%
CCc1ccc(Nc2ncc3c(n2)CC(c2ccco2)CC3=O)cc1 (stereo unspecified)	?	?	72.5*	26.7*	-3.8%	-20.0%	-10.4%
CC1CCc2c(sc(N)c2C(=O)OC(C)C)C1 (stereo unspecified)	-21.7%	.	-21.0	7.9	0.1%	-7.7%	-22.9%
O=C(Nc1ccc(Br)cn1)c1ccc(COc2c(F)c(F)cc(F)c2F)o1	7.1%	4.6%	.	.	.	27.2%	2.6%
Cc1sc2nc(CN3CCCCC3)nc(Cl)c2c1C	?	?	14.2	15.2*	1.8%	5.6%	16.5%
CN(Cc1ccccc1)C(=O)CCC1CCN(S(C)(=O)=O)CC1	-6.3%	11.7µM*	-19.1	3.4	1.9%	0.0%	-3.0%
COc1cc(C(=O)NNC(=O)NC2CCCCC2)cc(OC)c1OC	11.8%	214.8%[activator]	-5.3	-1.4	3.7%	-16.0%	3.3%
Cc1cccc(C(=O)OCC(=O)N2CC(C)OC(C)C2)c1C (stereo unspecified)	-1.8%	52.7%[activator]	-8.4	-4.0	-3.4%	30.5%	0.4%
Cn1cnnc1Sc1ccc(S(C)(=O)=O)cc1[N+](=O)[O-]	-7.5%	-10.5%	-5.0	-1.4	-4.0%	-3.5%	-7.0%
Cc1ccc(CCNC(=O)CCn2ccc3cc(S(=O)(=O)N4CCCC4)ccc32)cc1	-22.3%	-1.3%	-3.0	5.8	6.8%	-15.8%	4.7%
Cn1c(/C(C#N)=C/C2CC=CCC2)nc2ccccc21 (stereo unspecified)	5.3%	.	-7.0	8.8	1.9%	?	-12.6%
COc1ccccc1C(=O)NC(CCSC)C(=O)N1CCN(C/C=C/c2ccccc2)CC1 (stereo unspecified)	?	11.7µM*	.	.	.	?	-9.1%
CCCCCCCCCCCCCCCC[n+]1ccccc1	3.16µM*	1.51µM*	.	.	.	3.79µM*	0.0%&-2.3%&1.1%
Cc1cc(C(=O)Nc2ccc3ccccc3c2)oc1C	11.2µM*	-22.8%	127.2*	29.7*	-12.9%	116.6%[activator]	3.9%
O=C(NCc1ccco1)c1ccc2nccnc2c1	9.6%	?	-4.4	0.8	12.2%	3.4%	-2.6%
COC(=O)c1ccc(C2C(C(=O)Nc3ccccc3C)=C(C)Nc3ncnn32)cc1 (stereo unspecified)	15.3%	27.5%	10.0	-2.9	4.4%	29.7%	-12.0%
Cc1ccc(C)c(S(=O)(=O)c2c(C)cc(C)[nH]c2=O)c1	3.0%	19.9%	10.3	-2.7	-5.1%	-0.6%	-10.1%
O=C1CCc2ccccc2N1Cc1ccccc1	13.4%	-2.8%	-4.4	-1.6	-6.2%	.	1.8%
CCCCC1=CC2=CC(=O)C(C)(OC(=O)c3cnc4ccccc4n3)C(=O)C2=CO1 (stereo unspecified)	.	74.9%[activator]	-8.0	-1.4	-1.2%	49.5%[activator]	.
CC1(C)CC(=O)C=C(Nc2ccc(Cl)c(Br)c2)C1	-11.4%	?	-1.7	7.3	-3.2%	9.0%	-1.2%
O=C(CC(=O)c1ccccc1O)c1cccc(F)c1	-10.5%	?	55.8*	34.2*	-4.2%	?	1.2%
Oc1ccc(Cl)cc1CNCc1ccc(F)c(F)c1	6.8%	5.22µM*	.	.	.	3.29µM*	1.5%
NC1=NC(=O)/C(=C/c2ccsc2)S1	8.2%	-18.2%	-2.9	-1.2	3.0%	4.2%	-1.4%

(cont.)
SMILES	HCV inhibitor	Pf growth 96h	Shiga inhibitor	Cycloheximide cs	LmPK inh	Pf growth 48h	TbPYK inhibitor
CC(CC(=O)NC1CCCCC1)S(=O)(=O)c1ccc2c(c1)NC(=O)CO2 (stereo unspecified)	8.3%	13.1µM*	-8.9	8.7	0.2%	7.5%	-0.4%
Cc1cc(N2CCCc3ccccc32)n2ncnc2n1	-2.9%	58.5%[activator]	21.1	0.2	-2.6%	8.7%	-2.0%
Cc1noc(/C=C/N(C)C)c1S(=O)(=O)N1CCCC(C(=O)NCc2ccccc2Cl)C1 (stereo unspecified)	?	5.1%	-4.9	3.5	-0.8%	?	-17.1%
Cc1ccc(C)c(OCCC(=O)OCC(=O)Nc2ccc(N3CCOCC3)cc2)c1	?	64.9%[activator]	.	.	.	56.0%[activator]	-3.7%
O=C(O)CCCC(=O)N1CCc2cc(S(=O)(=O)N3CCc4ccccc43)ccc21	14.0%	?	-13.7	-3.7	2.1%	.	-0.7%
COc1ccc(/C=C/C(=O)N(C)CC(=O)Nc2cccc(F)c2)cc1S(=O)(=O)N1CCCCC1	?	0.0%	.	.	.	?	-7.6%
O=C(CSC(=S)N1CCCCC1)Nc1nc(-c2ccccc2)c(-c2ccccc2)o1	?	39.3%[activator]	-27.1	-3.0	2.8%	6.6%	0.6%
CCc1ccc2nc(NC(=O)C3CCN(c4ncnc5sc(C)c(C)c45)CC3)sc2c1	-5.9%	-10.4%	.	.	.	?	3.8%
C=C(C)c1cccc(C(C)(C)NC(=O)Nc2cc(C)ccn2)c1	?	?	91.6*	30.2*	2.8%	16.3%	4.4%
Cc1cccc(NS(=O)(=O)c2ccc3[nH]c(=O)[nH]c3c2)c1C	-2.5%	41.9%[activator]	-7.2	-2.9	3.0%	18.4%	8.3%&-4.5%
COc1cc(CCC(=O)N2CCN(c3cccc(C)c3C)CC2)cc(OC)c1OC	?	?	-5.0	2.8	3.3%	?	2.5%
Cc1ccc(C(=O)NC(=S)N2CCCC2)cc1	3.4%	?	15.3	10.6	-3.4%	?	7.8%
O=C(COC(=O)Cc1ccccc1)Nc1cc(S(=O)(=O)N2CCOCC2)ccc1N1CCCC1	5.3%	-4.7%	8.3	0.9	-1.2%	-9.6%	-8.8%
CCC(C)n1c(C)nc2c(c1=O)c1nc3ccccc3nc1n2-c1ccc2c(c1)OCCO2 (stereo unspecified)	.	-87.8%	35.7	-1.1	-1.4%	14.1%	.
Cc1cccc(CSc2nnc(Cn3c(=O)sc4ccccc43)n2C)c1	-3.0%	-38.3%	-3.4	-3.6	2.6%	-8.1%	-1.4%
CCOc1ccc2nc(NC(=O)CCC(=O)c3cccs3)sc2c1	-6.1%	.	86.9*	30.3*	-1.6%	124.8%[activator]	-10.6%
CC(C)c1ccc(NC(=O)Nc2cnccn2)cc1	?	69.2%[activator]	73.3*	60.8*	-1.2%	54.9%[activator]	0.1%
N#Cc1cc(-c2ccccc2)nnc1Sc1ccc(F)cc1	13.7%	1.6%	-12.0	-1.9	4.5%	.	1.9%
COCCn1nnnc1C(c1cc2cc(C)ccc2[nH]c1=O)N1CCN(C2CCCCC2)CC1 (stereo unspecified)	-10.3%	.	-29.9	16.5	7.9%	17.2%	-11.2%
O=C(CSc1nnc(-c2cccnc2)n1C1CCCCC1)NC1CCCC1	13.6%	50.8%[activator]	-3.7	-3.8	-9.0%	-16.9%	0.4%
NC(=O)[C@@H]1CCNc2c(I)cc([N+](=O)[O-])cc2C(=O)N[C@@H](CO)C(=O)N[C@@H](Cc2ccc(O)cc2)C(=O)N1	-8.1%[8.37 µM]	-26.2%	-7.1	-2.0	4.2%	10.2%	.
Cc1cc(/C(N)=N/OC(=O)c2ccc(Cl)cc2)no1	23.1%	i	60.6*	35.1*	15.8µM*	295.8%[activator]	-3.4%
COc1cc(C(=O)N(C)CC(=O)Nc2cccc(F)c2)ccc1OCc1ccccc1	-11.8%	-25.1%	.	.	.	-4.4%	2.5%
COc1ccc(/C=C/CN2CCN(CCc3ccccc3)C(CCO)C2)cc1 (stereo unspecified)	-22.0%	8.2%	-11.8	-1.0	-0.5%	?	2.0%
COc1ccc(NC(=O)CC(C)C)c(OC)c1	-3.2%	4.8%	3.6	-1.6	3.0%	.	?

Other results follow:
SMILES	HCV inhibitor	Pf growth 96h	Shiga inhibitor	Cycloheximide cs	LmPK inh	Pf growth 48h	TbPYK inhibitor
COc1ccccc1OCC(=O)NCC1CCCN(C(=O)c2ccccc2C(C)=O)C1 (stereo unspecified)	.	16.5µM*	5.2	-1.2	1.5%	6.5%	2.5%
COc1ccccc1NS(=O)(=O)c1ccc2oc(SC3CCOC3=O)nc2c1 (stereo unspecified)	?	.	18.1	0.4	4.0%	?	-10.9%
C=CCOc1ccc(/C=C2/C(=O)ON=C2C)cc1OCC	16.5%	2.1%	17.5	-0.9	-3.6%	24.4%	-27.1%
Cc1c(NC(=O)COC(=O)c2ccc(S(=O)(=O)N3CCOCC3)cc2)c(=O)n(-c2ccccc2)n1C	-3.0%	145.7%[activator]	-12.1	8.8	0.1%	19.1%	0.4%
CCOC(=O)C(=O)Nc1nnc(Cc2ccc(OC)c(OC)c2)s1	-6.7%	24.3%	10.5	-3.6	7.5%	1.4%	-4.9%
CCCCNC(=O)c1sc2ncnc(N3CCc4ccccc4C3)c2c1C	?	14.7µM*	-16.2	-4.5	1.9%	?	-4.7%
Cc1c(C(=O)N2CCCCC2CCN2CCCC2=O)oc2c(F)cccc12 (stereo unspecified)	20.2%	0.0%	-5.7	4.9	-7.8%	3.4%	6.8%
CN(C)C(=O)c1ccc(NC(=O)COc2ccc([N+](=O)[O-])cc2)cc1	-7.9%	?	-13.4	-1.2	14.5%	-5.4%	4.1%
Cc1nn(CCO)c2ncc(C(=O)c3cc(F)ccc3O)cc12	-6.4%	-0.4%	-8.7	9.0	-2.4%	19.9%	0.8%
N#Cc1cc(F)c(N2CCNCC2)cc1Cl	-4.9%	.	-7.9	-4.7	1.0%	4.9%	4.5%
CNC(=O)COC(=O)c1cccnc1SC	3.0%	.	-5.5	-3.9	3.5%	4.1%	-2.3%
CCn1c2ccc(CC(=O)O)cc2c2cc(CC(=O)O)ccc21	16.9%	.	-17.1	-8.6	-0.5%	10.2%	-4.1%
O=C(c1ccccc1)n1nc(-c2ccccc2)nc1NCc1ccco1	3.1%	?	14.2	11.4	0.6%	.	1.9%

Of the compounds above, 3 have a nitro group on carbon:
SMILES	HCV inhibitor	Pf growth 96h	Shiga inhibitor	Cycloheximide cs	LmPK inh	Pf growth 48h	TbPYK inhibitor
Cn1cnnc1Sc1ccc(S(C)(=O)=O)cc1[N+](=O)[O-]	-7.5%	-10.5%	-5.0	-1.4	-4.0%	-3.5%	-7.0%
NC(=O)[C@@H]1CCNc2c(I)cc([N+](=O)[O-])cc2C(=O)N[C@@H](CO)C(=O)N[C@@H](Cc2ccc(O)cc2)C(=O)N1	-8.1%[8.37 µM]	-26.2%	-7.1	-2.0	4.2%	10.2%	.
CN(C)C(=O)c1ccc(NC(=O)COc2ccc([N+](=O)[O-])cc2)cc1	-7.9%	?	-13.4	-1.2	14.5%	-5.4%	4.1%
